# Akt phos inh – HTS Assay for Inhibitors of Akt Phophorylation: Primary Screen; 360,000 tested, 0.32% active; Neuro2A IGF-stimulated pAkt S473 HTRF, 20 min; stronger effect = lower value; activity change, % for hits at 50 µM; AID 651550, 2012; in the data active = activity change below about -80%; inconclusive = mostly about -51% to -80%; also: % is scaled to controls: 0 for no effect and ±100 for the full control effect
#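 Neuro2A cells (4,500/well, DMEM with 0.5% FBS) were treated with compound at a single 50 µM final concentration, stimulated with 6 nM IGF for 20 min at 37 °C, and lysed. Phospho-Akt Ser473 was read by HTRF as 665/615 ratio ×10^4.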
# TDP43 rescue – qHTS of TDP-43 Inhibitors; TDP-43 expressing yeast growth rescue, BacTiter-Glo, 24 h; Potency, µM (doses to about 46.1 µM), inactives show at the highest dose growth rescue (activation), hits mostly activators; 410,000 tested, 1.8% active; AID 652104, 2013; also: potency is read from the fitted curve at half-maximal effect; % of control where 0% means no effect; nearly all actives have a fitted effect of over 50% in size
#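 Luminescence from BacTiter-Glo reports growth of TDP-43-expressing yeast after 24 hr at 30 deg C with compound. Cells were raffinose-pregrown to mid-log, then seeded in galactose medium at OD600=0.02.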
# aSyn yeast inh – qHTS of alpha-syn Inhibitors | Potency, µM (top dose mostly 46.1 µM), for inactives: top-dose growth rescue (activation), usual class: activators | AID 652106, 2013 | Yeast expressing alpha-synuclein, growth rescue, BacTiter-Glo, 24 h | 370,000 tested, 0.14% active; also: potency is read from the fitted curve at half-maximal effect; % of control where 0% means no effect; nearly all actives have a fitted effect of over 65% in size
#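 Screening used galactose-induced yeast with toxic alpha-synuclein levels, exposed to compound for 24 hr at 30 deg C. Cell growth, read with BacTiter-Glo luminescence, gave the measured signal.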
# PTHR1 ag – qHTS for PTHR1 Agonists: Primary Screen; Parathyroid hormone/parathyroid hormone-related peptide receptor (Homo sapiens), Q03431; HEK293 GP2 PTHR1 cells, GloSensor cAMP luminescence, 1 h; Potency, µM (titrated, usually from 115 µM), for inactives: top-dose activation, usual class: activators; 410,000 tested, 0.075% active; also: potency is read from the fitted curve at half-maximal effect; nearly all actives have a fitted effect of over 55% in size; some results filed as inactive show a strong effect at the top dose; inactives centre near -15; many of its hits are not listed in these tables
# Target sequence (Q03431 whole entry, looked up): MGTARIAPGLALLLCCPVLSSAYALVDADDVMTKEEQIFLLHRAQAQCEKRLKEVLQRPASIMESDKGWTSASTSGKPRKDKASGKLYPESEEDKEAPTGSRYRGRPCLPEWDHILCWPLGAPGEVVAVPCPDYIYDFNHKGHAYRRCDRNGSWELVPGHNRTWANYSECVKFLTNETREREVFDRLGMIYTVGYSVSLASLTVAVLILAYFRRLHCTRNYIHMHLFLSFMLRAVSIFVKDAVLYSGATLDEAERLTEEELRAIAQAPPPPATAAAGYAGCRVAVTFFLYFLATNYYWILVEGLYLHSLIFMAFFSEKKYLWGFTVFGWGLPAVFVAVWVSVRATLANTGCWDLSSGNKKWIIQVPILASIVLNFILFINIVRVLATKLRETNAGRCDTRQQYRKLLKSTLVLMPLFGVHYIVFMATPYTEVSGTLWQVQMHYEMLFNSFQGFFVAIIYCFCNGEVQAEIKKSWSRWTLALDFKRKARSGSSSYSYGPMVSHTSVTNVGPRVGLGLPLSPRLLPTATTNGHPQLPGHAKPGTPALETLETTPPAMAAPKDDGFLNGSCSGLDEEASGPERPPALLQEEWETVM
#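 HEK-293-derived GP2 cells expressing PTHR1 and a GloSensor cAMP reporter, 3,000/well, plated overnight, given luciferin plus IBMX (each 0.5 mM as added) for 1 h at 37 °C, then compound for 1 h at 37 °C. Luminescence was read after 15 min at room temperature.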
# FUS yeast rescue – qHTS for Suppressors of FUS Proteinopathy: Primary screen using FUS-linked yeast assay. S. cerevisiae FUS-expressing, growth rescue, OD600, 24 h. Potency, µM (series often up to 76.6 µM), for the others: top-dose growth rescue (activation), actives largely listed as activators. 390,000 tested, 0.24% active;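 also: potency is read from the fitted curve at half-maximal effect; plate controls were DMSO vehicle for no effect and reference control for full effect; nearly all actives have a fitted effect of over 55% in size; some results filed as inactive show a strong effect at the top dose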
#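 Yeast expressing FUS under galactose induction, OD 0.005 in 2% galactose medium; compounds in a dilution series, 24 h at 30C. Growth rescue by absorbance at 600 nm; CP55940 positive control, DMSO negative.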
# GLP1R inv ag – qHTS of GLP-1 Receptor Inverse Agonists (Inhibition Mode); Potency, µM (top dose mostly 38.3 µM), without a hit: top-dose activity change, negative = inhibition, actives largely listed as inhibitors; HEK293 GLP-1R CRE-luciferase, luminescence, 24 h; GLP-1R form is constitutively active; Glucagon-like peptide 1 receptor (Homo sapiens), P43220; AID 624417, 2012; 410,000 tested, 1.6% active; also: potency is read from the fitted curve at half-maximal effect; % is scaled to controls: 0 for no effect and ±100 for the full control effect; nearly all actives have a fitted effect of over 55% in size
#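 Inverse agonism was detected as reduced cAMP-driven luciferase luminescence after 24 h compound treatment. The cells were HEK293 clones expressing constitutively active human GLP-1R with the reporter. Reporter-only and GPR119 cell lines served as counterscreen controls.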
# GLP-1R agonist – qHTS of GLP-1 Receptor Agonists; HEK293 GLP-1R CRE-luciferase, luminescence, 4-6 h; cells express a hypersensitive GLP-1R form; Potency, µM (doses to about 45.6 µM), inactives show at the top dose activation, hits mostly activators; 380,000 tested, 0.007% active; AID 624172, 2012; also: potency is read from the fitted curve at half-maximal effect; % of control where 0% means no effect
# Abeta rescue – qHTS for compounds that reverse cellular toxicity of Amyloid beta (A-beta) peptide in yeast: Primary Screen; yeast expressing A-beta42, growth rescue, OD600, 48 h; response scale: 0% DMSO, 100% iron-clioquinol control; Potency, µM (titrated, usually from 46.1 µM), for inactives: top-dose growth rescue, actives largely listed as activators; 410,000 tested, 0.063% active; AID 1347071, 2019; also: potency is read from the fitted curve at half-maximal effect; nearly all actives have a fitted effect of over 55% in size
#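 Yeast growth medium received pinned compounds, then yeast cells expressing toxic A-beta were added; plates incubated at 30 C for 48 hr. Growth read as absorbance at 600 nm, normalized to DMSO and equimolar FeCl3 plus clioquinol controls.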
# D3 antag – qHTS of D3 Dopamine Receptor Antagonist: qHTS; D(3) dopamine receptor (Homo sapiens), P35462; D3R cells, DiscoveRx beta-arrestin luminescence, antagonist mode; stronger effect = lower value; max response, negative = inhibition, %; 360,000 tested, 2.5% active; AID 652054, 2013; in the data active = max response below about -50%; inconclusive = no clear call, values can overlap the other calls; also: % is scaled to controls: 0 for no effect and ±100 for the full control effect; mostly tested at two doses, the higher about 12 µM
# Target sequence (P35462 whole entry, looked up): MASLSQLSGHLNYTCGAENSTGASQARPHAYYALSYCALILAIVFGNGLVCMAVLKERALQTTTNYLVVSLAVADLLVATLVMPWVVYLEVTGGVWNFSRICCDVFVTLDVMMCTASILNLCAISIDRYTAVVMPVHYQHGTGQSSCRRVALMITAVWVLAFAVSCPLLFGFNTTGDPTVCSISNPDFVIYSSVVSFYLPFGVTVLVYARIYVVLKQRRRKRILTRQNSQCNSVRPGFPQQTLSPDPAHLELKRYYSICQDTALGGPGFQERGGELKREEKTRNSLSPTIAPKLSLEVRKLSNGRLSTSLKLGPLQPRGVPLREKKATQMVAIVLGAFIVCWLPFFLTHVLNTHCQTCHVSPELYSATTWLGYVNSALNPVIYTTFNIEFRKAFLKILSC
#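 Cells plated overnight at 1500 cells/well, then exposed to library compounds with dopamine controls for 90 minutes at 37 degrees C. DiscoveRx reagent added for 30–60 minutes at room temperature; luminescence read, quantitative HTS format.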
# An asterisk follows results filed as active; i = inactive; ? = inconclusive; nt = not tested or not shown; & = joins results of further samples; [ ] = remark or other dose. Unless noted, calls follow the shape of the dose curve; as a rule, active = well fitted curve in the direction sought with a large enough effect; inconclusive = small, poorly fitted or top-dose-only effect, or another doubt; inactive = no such curve, though single readings can be large; an effect the other way counts as inactive or inconclusive.
SMILES,Akt phos inh,TDP43 rescue,aSyn yeast inh,PTHR1 ag,FUS yeast rescue,GLP1R inv ag,GLP-1R agonist,Abeta rescue,D3 antag
COc1ccc2ccccc2c1/C=N\NC(=O)c1cccnc1,i,-2%,5%,-8%,20%,-21%,7%,?,3
O=C(COC(=O)c1n[nH]c2ccccc12)Nc1ccccc1,i,-6%,-3%,16%,17%,4%,3%,-20%,-17
CCOc1cc(CNCCSc2nnnn2C)cc(Br)c1OCc1ccc(F)cc1,i,-22%,5%,-5%,16%,?,9%,-12%,10
CC1(C(=O)NS(=O)(=O)c2cccc(F)c2)CCN1C(=O)Cc1ccccc1Cl (stereo not given),i,10%,-4%,i,-18%,8%,-5%,-3%,-27
Cc1ccc(CNC(=O)CSc2nc3n[nH]c(C)c3c(=N)n2-c2cccc(C)c2)cc1,i,9%&-11%,4%,-35%,29%&27%,23%&0%,4%,-6%&12%,5
CC(=O)Nc1ccc(C(F)(F)F)cc1Cl,i,5%,-5%,-24%,6%,-18%,0%,23%,5
C[C@@H]1CC=C[C@H]2[C@H]1C(=O)N(Cc1ccccc1)[C@H]2c1ccc2ccccc2c1Br,i,?,-4%,-87%[inhibitor],15%,?,0%,-52%[inhibitor],-25
COC(=O)C(C)Sc1nc2c(c(=O)[nH]c(=O)n2C)n1CCC(C)C (stereo not given),i,-4%,-10%,i,6%,58%[activator],?,10%,?
CCN(C[C@H]1N[C@@](C)(C(=O)OC)[C@H]2C(=O)N(Cc3ccccc3)C(=O)[C@@H]12)C(=O)C1CCCCC1,i,-13%,-2%,i,-2%,8%,-3%,7%,16
Cc1ccc(S(=O)(=O)N=Nc2c(O)[nH]c3ccccc23)cc1,i,25%,0%,i,30%,2%,0%,2%,?
CCOc1ccc2nc(NC(=O)CN3CCC(n4nnc5cc(F)ccc54)CC3)sc2c1,i,19%,6%,-5%[57.5 µM],?,?,-27%,29%,32
CCCCN(C)/C=N/c1c(C#N)cnn1-c1ccc(C)cc1,i,?,-13%,i,33%,-1%,14%,-9%,15
COc1ccc(NC(=O)C2CC(=O)N(c3cc(C)ccc3C)C2)cc1 (stereo not given),nt,-9%,1%,-1%[57.5 µM],7%,-17%,-2%,-5%,0
CNC(=O)CSc1nnc(-c2cccs2)o1,i,?,9%,9%[57.5 µM],-9%,-4%,-9%,15%,21
COc1cc(NC(=O)COc2ccccc2[N+](=O)[O-])ccc1NC(=O)c1ccco1,i,-1%,-2%,-5%,34%,68%[activator],1%,7%,2
Cc1cnc(C)c(N2CCC(C(=O)NC(C)c3cccs3)CC2)n1 (stereo not given),i,2%,-1%,i,11%,-27%,-11%,-5%,-28
O=C(CN1CCN(c2ccc([N+](=O)[O-])cc2)CC1)Nc1ccccn1,i,-12%,2%,-30%[inhibitor],12%,-17%,16%,8%,-6
Cc1ccc(C(Nc2ccccn2)c2ccc3cccnc3c2O)cc1 (stereo not given),nt,-28%,nt,-15%,21%,?,nt,-75%[inhibitor],nt
Cc1cc(C)c2nc(NC(=O)c3ccc(S(=O)(=O)N4CCc5ccccc54)cc3)sc2c1,nt,-5%,nt,-4%,-10%,-9%,nt,-10%,nt
Oc1ccccc1-c1nnc(-c2ccc(C(F)(F)F)cc2)o1,i,11%,4%,-35%[inhibitor][57.5 µM],1%,7%,4%,3%,-5

# Single records, from the list above. Screens in order: Akt phos inh | TDP43 rescue | aSyn yeast inh | PTHR1 ag | FUS yeast rescue | GLP1R inv ag | GLP-1R agonist | Abeta rescue | D3 antag
# Shown for `O=C(COC(=O)c1n[nH]c2ccccc12)Nc1ccccc1` → i | -6% | -3% | 16% | 17% | 4% | 3% | -20% | -17
# Shown for `COC(=O)C(C)Sc1nc2c(c(=O)[nH]c(=O)n2C)n1CCC(C)C` (stereo not given) → i | -4% | -10% | i | 6% | 58%[activator] | ? | 10% | ?

# Remaining list, next part.
SMILES,Akt phos inh,TDP43 rescue,aSyn yeast inh,PTHR1 ag,FUS yeast rescue,GLP1R inv ag,GLP-1R agonist,Abeta rescue,D3 antag
CCCCc1ccc(CC(=O)Nc2cc(S(=O)(=O)N3CCOCC3)ccc2O)cc1,i,12%,-12%,-4%,-1%,0%,-3%,-18%,-5
O=C(CCCCCCCCN1C(=O)c2ccccc2C1=O)N1CCOCC1,i,?,12%,-20%,14%,14%,10%,-23%,9
CCN(Cc1ccccc1)S(=O)(=O)c1ccc(C(=O)Nc2nnc(-c3ccccc3OC)o2)cc1,i,14%,-6%,-7%[57.5 µM],-4%,?,-13%,5%,-86*
CCn1cc(C(=O)N2CC=C(c3ccccc3)CC2)c(=O)c2ccc(C)nc21,i,27%,1%,i,24%,1%,0%,5%,15
CC(Oc1ccccc1)C(=O)Nc1nnc(C2CCCCC2)s1 (stereo not given),i,-7%,2%,-24%,15%,?,6%,-3%,5
O=C(Nc1ccc(F)cc1)Nc1nnc(-c2ccco2)s1,i,-19%[0.397 µM],-2%,i,35%,47%[activator],7%,4%,25
COc1ccc(CNC(=O)C2CCN(S(=O)(=O)c3ccc(C)cc3)CC2)cc1,nt,?,nt,-31%,5%,7%,nt,5%,nt
O=C(CCc1ccccc1)NNC(=S)NCc1ccc(Cl)cc1,i,16%,1%,-26%,4%,?,4%,22%,15
CCN1CCc2nc3sc(C(=O)Nc4ccccc4OC(F)(F)F)c(N)c3cc2C1,nt,8%,nt,i,?,-6%,nt,-12%,nt
CC(=O)NC[C@H]1O[C@@H](n2ccc(N)nc2=O)[C@H](O)[C@@H]1O,i,5%,1%,-16%,-32%,0%,-3%,2%,-10
CCOc1ccc(Br)cc1S(=O)(=O)N1CCSC1,i,27%,19%,-41%[inhibitor],2%,-24%,0%,8%,-3
COc1ccc(CC(=O)N2CCN=C2SC)cc1OC,i,-1%,-2%,-9%,3%,-2%[7.66 µM],0%,-3%,0
Cc1c(C(=O)Nc2cccc(C(F)(F)F)c2)oc2ccc(S(=O)(=O)N3CCC4(CC3)OCCO4)cc12,nt,25%,nt,-15%,10%,-20%,nt,15%,nt
NC(=O)c1ncn([C@@H]2O[C@H](CNS(=O)(=O)c3cc(S(=O)(=O)c4ccccc4)cs3)[C@@H](O)[C@H]2O)n1,i,-3%,3%,4%,-13%,14%,5%,-14%,-7
COc1ccc(C2N(C(=O)N(C)C)CCN2S(=O)(=O)c2ccc(OC)cc2)cc1 (stereo not given),i,0%,4%,i,-20%,33%,5%,-1%,-17
COc1cccc(N2C(=NC(=O)c3ccccc3)SC3CS(=O)(=O)CC32)c1 (stereo not given),i,4%,-5%,-16%,-3%,-1%,4%,-14%,-6
O=C(COC(=O)/C=C/c1ccc([N+](=O)[O-])cc1)NCC1CCCO1 (stereo not given),i,-5%,-6%,-70%[inhibitor],5%,17%,5%,-11%,3
O=[N+]([O-])c1cc(-c2nc3nc4ccccc4nc3n2CCc2ccccc2)cc([N+](=O)[O-])c1,i,-3%,0%,-6%,21%,21%,0%,10%,-14
COc1cc(Cn2c(-c3nonc3N)nc3ccccc32)ccc1C,i,-4%,1%,-9%[57.5 µM],33%,?,6%,-9%,-4
CCOC(=O)C1CCN(C(=S)NC2CC3C=CC2C3)CC1 (stereo not given),i,14%,10%,-11%,-8%,?,-1%,11%,0

# Taken from above:
# For Abeta rescue, O=C(Nc1ccc(F)cc1)Nc1nnc(-c2ccco2)s1 shows 4%
# For GLP1R inv ag, O=[N+]([O-])c1cc(-c2nc3nc4ccccc4nc3n2CCc2ccccc2)cc([N+](=O)[O-])c1 shows 21%

# (list continues)
SMILES,Akt phos inh,TDP43 rescue,aSyn yeast inh,PTHR1 ag,FUS yeast rescue,GLP1R inv ag,GLP-1R agonist,Abeta rescue,D3 antag
CC1(C)C(=O)Nc2ccccc2N1C(=O)COC(=O)Cc1ccccc1F,i,17%,7%,-29%,16%,5%,13%,10%,16
COc1ccc(NC(=O)C(NC(C)=O)C(=O)NCc2ccccc2Cl)cc1 (stereo not given),i,-8%,1%,i,-5%,5%,2%,0%,-3
C#CCNC(=O)c1csc([C@@H]2O[C@H](CO)[C@@H](O)[C@H]2O)n1,i,11%,-9%,-14%,-16%,-12%,-5%,-22%,-26
CN(C)c1ccc(CNc2ncnc3sccc23)cc1,i,?,-20%,-84%,-6%,-2%,13%,?,3

# Results in Akt phos inh and GLP1R inv ag, for some of the entries so far:
smiles	Akt phos inh	GLP1R inv ag
COc1ccc(NC(=O)C(NC(C)=O)C(=O)NCc2ccccc2Cl)cc1 (stereo not given)	i	5%
C#CCNC(=O)c1csc([C@@H]2O[C@H](CO)[C@@H](O)[C@H]2O)n1	i	-12%

# These rows are one share of the data; count on the stated rates, not on these rows.
